From PubChem BioAssay
697 NFkB inh – lowers PMA/ionomycin-induced NF-kB signal in 697 B cells | inhibition, % at 4 µM | 330,000 compounds, 0.33% hits | 697 B-cell NF-kB luciferase reporter, 16 h; in the data active = inhibition above about 35%
Jurkat NFkB inh – lowers PMA/ionomycin-induced NF-kB signal in Jurkat cells; PMA/ionomycin-induced NF-kB luciferase reporter, luminescence; inhibition, % at 4 µM; 330,000 compounds, 0.53% hits; AID 435003; in the data active = inhibition above about 50%
XBP1 UPR activ – activators of adaptive arm of unfolded protein response (XBP1) | AID 463104 | 330,000 compounds, 0.33% hits | CHO-XBP1 luciferase reporter, IRE1-XBP1 UPR activation, luminescence; percent of tunicamycin response, DMSO as zero | activation, % at 20 µM;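 active = versus positive control, 20 µM dose yields 30% or more activation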;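 note: 100% = tunicamycin at 10 µg/mL and 0% = DMSO only wells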
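Signal: luciferase luminescence; Assay system: CHO-XBP1 luciferase reporter cells; Amount: one thousand reporter cells per well; Dosing: 20 µM single concentration, DMSO 1%; Benchmarks: high control tunicamycin 10 µg/mL final, low control DMSO vehicle only; Schedule: 6 h compound exposure at 37 °C, 5% CO2; Evaluation: percent activation relative to tunicamycin reference.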
APJ antagonist – antagonists of human APJ apelin receptor. P35414. CHO-K1 APJ beta-arrestin complementation, luminescence. inhibition, % at 20 µM. 330,000 compounds, 0.32% hits. AID 2521;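 active = inhibition above about 40% at 20 µM, limit read from the data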;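 note: cells challenged with 10 nM apelin-13 agonist together with compound; plate controls were apelin-13 plus DMSO wells for no effect and DMSO wells lacking apelin-13 for full effect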
Target sequence (P35414 whole entry, looked up): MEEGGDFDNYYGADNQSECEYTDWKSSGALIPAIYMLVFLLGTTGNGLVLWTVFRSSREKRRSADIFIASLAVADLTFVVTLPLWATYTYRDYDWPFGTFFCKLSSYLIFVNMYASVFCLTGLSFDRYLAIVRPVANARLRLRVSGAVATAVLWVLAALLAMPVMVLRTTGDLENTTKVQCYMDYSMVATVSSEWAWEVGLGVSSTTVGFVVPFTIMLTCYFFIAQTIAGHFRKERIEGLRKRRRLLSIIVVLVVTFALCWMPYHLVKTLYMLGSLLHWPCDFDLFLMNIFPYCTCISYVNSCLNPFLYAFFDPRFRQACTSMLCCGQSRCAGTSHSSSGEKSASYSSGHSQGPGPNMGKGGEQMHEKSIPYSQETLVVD
Mdm2-MdmX inh – inhibitors of human Mdm2/MdmX interaction. O15151+Q00987. SaOS-2 split-luciferase Mdm2/MdmX complementation, luminescence. inhibition, % at 8 µM. 330,000 compounds, 3% hits;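 active = inhibition of at least 50% at 8 µM in the primary screen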
APJ ag – agonists of human APJ apelin receptor; P35414; CHO-K1 APJ PathHunter beta-arrestin, luminescence; 0% DMSO wells, 100% apelin; activation, % at 20 µM; 330,000 compounds, 0.11% hits; AID 2520;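 active = activation more than six SD over the plate average, tested at 20 µM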;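 note: 0% = DMSO alone and 100% = apelin-13 at 10 nM; some results filed as inactive read as strong as hits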
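Material: CHO-K1 APJ beta-arrestin complementation cell line; Input: cell density 1000 per well; Incubation: compound stimulation 90 min at 25 °C, detection 60 min; Signal: luminescence from split beta-galactosidase complementation, Galacton Star/Emerald II substrate; Controls: DMSO-only wells as negative, 10 nM Apelin-13 as positive control.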
tim23-1 inh – tim23-1 yeast growth inhibition; S. cerevisiae tim23-1 growth, BacTiter-Glo luminescence, 24 h; inhibition, % at 20 µM; 330,000 compounds, 1.3% hits;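 active = growth inhibition of the mutant yeast at or above 50%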;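 note: temperature-sensitive mutant grown at 25 °C; plate controls were DMSO-treated mutant yeast for no effect and medium wells lacking yeast for full effect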
UPR CHOP act – activators of apoptotic arm of unfolded protein response (CHOP); CHO-CHOP luciferase reporter, UPR activation, luminescence; percent of tunicamycin response over DMSO baseline; activation, % at 10 µM; 330,000 compounds, 0.34% hits; AID 449763;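 active = at 10 µM dose, activation of 40% or more, normalized to positive control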;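 note: 100% = tunicamycin at 10 µg/mL and 0% = DMSO alone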
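Assay system: CHO cells with stable CHOP pathway luciferase reporter; Buffer or medium: F12 plus 10% serum; Times: 16-18 h cell attachment, then 6 h compound exposure, 37 °C; Signal: luciferase luminescence; Read-out basis: percent activation relative to tunicamycin control; Control set: tunicamycin high control, DMSO low control.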
* = called active by the depositor.

no.	mol	697 NFkB inh	Jurkat NFkB inh	XBP1 UPR activ	APJ antagonist	Mdm2-MdmX inh	APJ ag	tim23-1 inh	UPR CHOP act
1	COc1ccc(CCNC(=O)CN(c2ccc(OC)c(OC)c2)S(C)(=O)=O)cc1OC	-5	-10	-1	8	1	-2	8	2.0
2	COc1ccc(NC(=O)C2CCCN2S(=O)(=O)c2cccs2)c([N+](=O)[O-])c1 (centres undefined)	19	13	0	-26	14	7	19	1.2
3	Cc1cc2oc(=O)cc(CN3CCN(Cc4ccccc4)CC3)c2cc1O	-17	-12	-1	-11	4	-3	5	-0.7
4	Cc1ccccc1C(=O)Nc1ccnn1C1CCN(C(=O)c2ccoc2)CC1	0	-1	0	2	15	-2	6	-0.5
5	C=CCn1cc(C(=O)NCCOC)c(=O)c2cc(S(=O)(=O)N(CC)CC)ccc21	6	8	-2	10	22	-3	0	-1.8
6	CCCn1c(N2CCN(C(=O)Nc3ccccc3)CC2)nc2ccccc21	-9	-3	-1	11	2	-3	9	-2.3
7	CCOC(=O)c1cc2occc2n1CC(=O)N1CCN(C(=O)c2ccco2)CC1	10	2	-2	17	16	-3	7	-3.3
8	CC(=O)Nc1c(O)c2cccc3c2n(c1=O)CCC3	-3	4	3	-4	-19	2	10	0.3
9	CCSc1nc(O)c(C2OC(=O)c3c2ccc(OC)c3OC)c(=O)n1CC (centres undefined)	14	-14	0	-7	8	3	0	-1.4
10	Cc1ccccc1C(=O)NCCNc1ccc([N+](=O)[O-])cc1	-35	-2	-2	0	-16	-3	10	-0.6
11	O=C(NNC(=O)c1ccc2ccccc2c1O)Nc1ccc(F)cc1	7	1	-2	-29	15	-1	-7	2.7
12	CC(=O)N1CCN(S(=O)(=O)c2cccc(C(=O)NC3CCC(C)CC3)c2)CC1 (centres undefined)	4	-9	2	-26	0	1	5	2.7
13	O=C(OCC(=O)N1CCCCCC1)c1cccc(Cl)c1	19	7	4	-2	-34	-2	10	3.8
14	O=S(=O)(O)c1ccc(N=Nc2ccccc2)cc1	11	7	0	12	-7	-3	11	0.7
15	Cc1ccccc1-n1c(C)cc(/C=N/NC(=O)c2ccc(CN3CCOCC3)cc2)c1C	-16	12	6	4	10	-4	23	1.0
16	Oc1ccccc1CN1CCCC(N2CCN(c3cccc(C(F)(F)F)c3)CC2)C1 (centres undefined)	4	-1	-3	5	29	-2	12	-1.7
17	O=C(Nc1ccccc1Cl)c1ccn[nH]1	-9	-21	-1	-6	-4	-3	-1	-1.2
18	CCN(C[C@H]1N[C@@](CC)(C(=O)OC)[C@H]2C(=O)N(Cc3ccccc3)C(=O)[C@@H]12)C(C)=O	-22	-24	3	7	-6	-2	2	-0.2
19	C[C@H](C(=O)O)c1cccc(C(=O)c2ccccc2)c1	8	12	-10	10	-17	-4	11	0.5
20	Cn1cccc1C(=O)OCC(=O)Nc1ccc2c(c1)CCC2	-41	-59	10	14	-81	-4	16	5.3

Four of these compounds, set out differently.
Values in the order – 697 NFkB inh	Jurkat NFkB inh	XBP1 UPR activ	APJ antagonist	Mdm2-MdmX inh	APJ ag	tim23-1 inh	UPR CHOP act
14) O=S(=O)(O)c1ccc(N=Nc2ccccc2)cc1
 : 11	7	0	12	-7	-3	11	0.7
15) Cc1ccccc1-n1c(C)cc(/C=N/NC(=O)c2ccc(CN3CCOCC3)cc2)c1C
 : -16	12	6	4	10	-4	23	1.0
16) Oc1ccccc1CN1CCCC(N2CCN(c3cccc(C(F)(F)F)c3)CC2)C1 (centres undefined)
 : 4	-1	-3	5	29	-2	12	-1.7
17) O=C(Nc1ccccc1Cl)c1ccn[nH]1
 : -9	-21	-1	-6	-4	-3	-1	-1.2

Gathered by group: the compounds so far containing a furan ring, fused or not.
no.	mol	697 NFkB inh	Jurkat NFkB inh	XBP1 UPR activ	APJ antagonist	Mdm2-MdmX inh	APJ ag	tim23-1 inh	UPR CHOP act
4	Cc1ccccc1C(=O)Nc1ccnn1C1CCN(C(=O)c2ccoc2)CC1	0	-1	0	2	15	-2	6	-0.5
7	CCOC(=O)c1cc2occc2n1CC(=O)N1CCN(C(=O)c2ccco2)CC1	10	2	-2	17	16	-3	7	-3.3

Later entries.
no.	mol	697 NFkB inh	Jurkat NFkB inh	XBP1 UPR activ	APJ antagonist	Mdm2-MdmX inh	APJ ag	tim23-1 inh	UPR CHOP act
21	CCn1c(-c2cc(-c3ccc(OC(C)C)cc3)nc3ccccc23)n[nH]c1=S	-57	-20	8	-8	-7	-5	42	7.7
22	COc1ccc(/C=C\c2nc(=O)c3ccccc3o2)cc1	9	-22	7	4	-42	-2	78*	57*
23	O=C(COC(=O)Cn1[nH]c(=O)c2ccccc2c1=O)Nc1c(Cl)cccc1C(F)(F)F	8	-11	0	-20	-5	-7	-17	0.3
24	O=C(Cn1cnc2c(cnn2-c2ccc(Cl)cc2)c1=O)NCCc1ccccc1	7	19	-2	-7	25	1	-4	-1.2
25	Fc1ccc(-c2nnc3ccc(N4CCc5ccccc5C4)nn23)cc1	-19	2	9	6	45	-4	24	0.7
26	COc1ccccc1NC(CC(=O)c1ccccc1)C(=O)OCC(=O)c1ccc(C)c(C)c1 (centres undefined)	-197	-109	36*	-7	-48	-4	20	1.9
27	Cc1nn(Cc2c(Cl)cccc2Cl)c(C)c1NC(=O)/C=C/c1cnn(C)c1C	0	10	0	22	-23	-4	26	3.3
28	CCC1(CC)C(=O)NC(=O)NC1=Nc1ccccc1	-14	5	0	-1	2	-3	4	-0.6
29	O=C(CNC(=S)N(Cc1ccccc1)Cc1cccnc1)NCCN1CCOCC1	5	-9	1	-13	-42	-4	26	-0.6
30	CC(C)CCn1c(CN(C)Cc2ccccc2)nc2c1c(=O)n(C)c(=O)n2C	-6	-9	0	5	6	-5	26	4.6
31	NC(=O)c1c(NC(=O)C2CC=CCC2C(=O)O)sc2c1CCCCC2 (centres undefined)	23	14	-1	3	10	-6	3	0.1
32	O=C(CCc1nnc2ccc(NCc3ccco3)nn12)Nc1cccc(F)c1	-39	6	-3	22	16	-3	6	2.6
33	O=C(c1ccco1)N1CCN(C(=O)N2CCCC2)CC1	15	-1	4	-26	-27	2	-3	-0.8
34	COc1ccc(OC)c(NC(=O)CCCNC(=O)Cn2cnc3sc(C)c(C)c3c2=O)c1	-5	-21	-5	-7	1	0	15	-2.4
35	O=C(N/N=C/c1ccccn1)c1cc(-c2ccccc2Cl)n[nH]1	-2	2	4	-19	0	5	16	1.4
36	O=C(NCC1CCCO1)c1onc(CSc2ccc(F)cc2)c1C(=O)O (centres undefined)	21	0	-1	0	15	-5	-14	0.8
37	COc1cc(CCN2C(=O)c3cccc4cccc(c34)C2=O)c(S(=O)(=O)N2CCC(C)CC2)cc1OC	-3	-2	-3	-12	26	-3	22	2.3
38	Cc1ccc(-c2nc(NCc3ccc(F)cc3)n(S(C)(=O)=O)n2)cc1	2	-2	-2	-3	17	-4	8	0.5
39	CC(=O)Nc1ccc(C(=O)OCC(=O)/C(C#N)=C(\C)N)cc1	-66	-9	0	-7	1	0	15	0.4
40	Nc1ccc(OCCc2ccccc2)cc1	2	-18	6	7	-28	-3	13	7.7

Record cards (already shown). Order of values: 697 NFkB inh, Jurkat NFkB inh, XBP1 UPR activ, APJ antagonist, Mdm2-MdmX inh, APJ ag, tim23-1 inh, UPR CHOP act
Record of `Cn1cccc1C(=O)OCC(=O)Nc1ccc2c(c1)CCC2` → -41, -59, 10, 14, -81, -4, 16, 5.3
Record of `COc1ccccc1NC(CC(=O)c1ccccc1)C(=O)OCC(=O)c1ccc(C)c(C)c1` (centres undefined) → -197, -109, 36*, -7, -48, -4, 20, 1.9
Record of `CCN(C[C@H]1N[C@@](CC)(C(=O)OC)[C@H]2C(=O)N(Cc3ccccc3)C(=O)[C@@H]12)C(C)=O` → -22, -24, 3, 7, -6, -2, 2, -0.2
Record of `Cc1ccccc1C(=O)Nc1ccnn1C1CCN(C(=O)c2ccoc2)CC1` → 0, -1, 0, 2, 15, -2, 6, -0.5
Record of `Cc1ccccc1-n1c(C)cc(/C=N/NC(=O)c2ccc(CN3CCOCC3)cc2)c1C` → -16, 12, 6, 4, 10, -4, 23, 1.0

(next part)
no.	mol	697 NFkB inh	Jurkat NFkB inh	XBP1 UPR activ	APJ antagonist	Mdm2-MdmX inh	APJ ag	tim23-1 inh	UPR CHOP act
41	COc1ccc(C(CCN2CCCCC2)c2c(O)cc(OC)cc2OC)cc1 (centres undefined)	3	-2	1	-22	1	-5	18	-1.0
42	CCN(CC)S(=O)(=O)c1ccc(Cl)c(NC(=O)COC(=O)c2c(C)noc2C)c1	-1	7	-5	0	3	-2	22	-2.0
43	CCCOc1ccc(N2C(=O)CC(N(Cc3ccccc3)N=O)C2=O)cc1 (centres undefined)	3	16	2	14	5	1	37	-2.7
44	Cc1ccc(C2CC(c3ccc(Cl)cc3)=NNC2=O)cc1 (centres undefined)	-8	7	0	7	0	-1	25	-1.7
45	N#CCCN(Cc1ccccc1)C(=O)Nc1ccc2c(c1)CCO2	1	-4	-2	17	13	0	16	-0.1
46	COc1cc(NCc2ccccc2O)c2ncccc2c1	-5	10	1	-4	32	1	7	-0.6
47	Cc1nnc(SCC(=O)Nc2cc(C(N)=O)cc(C(N)=O)c2)n1-c1ccccc1	4	-15	0	-6	6	0	-12	-0.7
48	O=C(CCCn1cncn1)N1CCCC(N2CCN(c3ccccc3F)CC2)C1 (centres undefined)	-1	6	-5	11	-12	-2	-3	-0.6
49	S=C(Nc1ccc(Cl)c(Cl)c1)N1CCN(c2ccccn2)CC1	-9	9	-2	-5	17	-1	-10	-0.1
50	Cc1ccnc(SCc2nc3ccccc3s2)n1	-120	-86	6	2	-53	-3	15	3.7
51	COc1ccccc1N1CCN(C(=S)Nc2ccc3nc(N4CCOCC4)cc(C)c3c2)CC1	-19	3	3	0	18	2	7	6.7
52	CCN1CCN(C(=O)c2cc3cc(F)ccc3[nH]2)CC1	6	-7	4	8	-27	-1	3	0.6
53	Cn1c(N)c(C(c2ccccc2)c2c(N)n(C)c(=O)n(C)c2=O)c(=O)n(C)c1=O	20	-6	1	7	20	-3	13	-1.8
54	Cc1ccc(S(=O)(=O)N2[C@@H](c3ccc(C#N)cc3)C(C(=O)O)=C[C@H]2CC2CCCC2)cc1	8	3	2	-1	2	-1	10	3.6
55	CCOc1ccc(-c2cc(N3C(=O)Nc4ccccc4N3O)on2)cc1	17	-7	0	14	45	-1	8	-0.1
56	c1ccc2c(c1)nc1n2CCS1	-2	-4	0	3	18	7	11	-1.7
57	S=C(Nc1cccc(Cl)c1)N(CCCN1CCCC1)Cc1cccn1Cc1ccc(Cl)cc1	19	-2	9	-9	62*	-3	-76	3.9
58	NC(=O)Cn1nnc(-c2ccccc2NC(=O)c2cnccn2)n1	-21	-13	1	11	6	-2	6	-0.2
59	N#Cc1ccc(OCC(=O)N2CCN(S(=O)(=O)c3cccc(Cl)c3)CC2)cc1	-1	-13	-1	-10	4	-1	12	-1.9
60	Cc1ccc(NS(=O)(=O)c2cccc3cccnc23)c(Cl)c1	10	2	-4	-26	-5	-3	32	-0.4
61	Cn1c(=O)c2cc(S(=O)(=O)N3CCOCC3)ccc2n(C)c1=O	17	8	5	18	5	-5	8	-1.1
62	NNC(=O)CN1C(c2ccc(Cl)cc2)=Nc2ccc(Br)cc2C1c1ccccc1 (centres undefined)	14	-12	0	6	-1	6	25	4.8
